Eya2 inh – qHTS Assay for Inhibitors of the Phosphatase Activity of Eya2; AID 488837, 2010; Potency, µM (doses to about 76.9 µM), for inactives: at the top dose activity, negative = inhibition, actives largely listed as inhibitors; 330,000 compounds, 0.006% hits; recombinant Eya2, OMFP fluorescence dephosphorylation (OMFP is methylfluorescein phosphate); also: potency is read from the fitted curve at half-maximal effect; % is scaled to controls: 0 for no effect and ±100 for the full control effect
Target sequence (O00167 whole entry, looked up): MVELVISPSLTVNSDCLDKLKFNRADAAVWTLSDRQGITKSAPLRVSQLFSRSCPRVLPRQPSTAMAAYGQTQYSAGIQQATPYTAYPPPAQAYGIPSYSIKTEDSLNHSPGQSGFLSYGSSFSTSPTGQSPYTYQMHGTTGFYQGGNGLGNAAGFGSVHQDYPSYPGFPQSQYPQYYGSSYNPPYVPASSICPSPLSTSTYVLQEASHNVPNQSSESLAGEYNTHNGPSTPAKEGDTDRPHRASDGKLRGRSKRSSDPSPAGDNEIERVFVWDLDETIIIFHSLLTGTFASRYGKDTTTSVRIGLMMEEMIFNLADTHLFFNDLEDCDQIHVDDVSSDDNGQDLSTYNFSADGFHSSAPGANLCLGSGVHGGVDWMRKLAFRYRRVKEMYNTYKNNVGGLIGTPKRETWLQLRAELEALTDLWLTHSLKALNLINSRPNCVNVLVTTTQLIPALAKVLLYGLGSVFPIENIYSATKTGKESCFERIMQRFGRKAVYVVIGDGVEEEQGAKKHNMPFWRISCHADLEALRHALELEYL
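Eya2 protein (added as 0.2 uM solution) was preincubated with compound for 10 min at ambient temperature in 50 mM HEPES pH 7.5, 50 mM NaCl, 5 uM MgCl2, 0.05% BSA, 1 mM DTT. OMFP (added at 50 uM) then reacted 10 min; fluorescence read at 485/525 nm.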
USP2a block – qHTS Assay for Inhibitors of Ubiquitin-specific Protease USP2a Using CHOP2 as the Reporter; Ubiquitin carboxyl-terminal hydrolase 2 (Homo sapiens), O75604; 330,000 compounds, 0.01% hits; Potency, µM (doses to about 38.3 µM), for the others: at the highest dose activity change, negative = inhibition, hits mostly inhibitors; USP2 core, Ub-CHOP2 coupled fluorogenic reporter, 485/531;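 also: potency is read from the fitted curve at half-maximal effect; plate controls were DMSO wells for no effect and full inhibition by NEM control for full effect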
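Cell-free coupled assay: 10nM USP2 core preincubated 30min RT with compound in Tris-HCl pH 8.0/CaCl2/CHAPS buffer, then 25nM Ub-CHOP2 and 25nM reporter substrate; fluorescence (Ex 485/Em 531) read after 60min RT, normalized to NEM inhibition, concentration-response curves fitted.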
TSHR antag – Antagonists of the Thyroid Stimulating Hormone Receptor: HTS campaign. activity change, negative = inhibition, % at 11.5 µM. AID 504810, 2011. TSHR-expressing cells, TSH-stimulated cAMP HTRF, 2 h; stronger effect = lower value. Thyrotropin receptor (Homo sapiens), P16473. 330,000 compounds, 0.2% hits;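 active = activity change below a set negative limit, meaning inhibition stronger than a set level, cut at about -70% in these data; inconclusive = activity change between two set negative limits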; also: % is scaled to controls: 0 for no effect and ±100 for the full control effect
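TSHR-expressing cells, 200/well, pre-treated with compound, then stimulated with EC80 TSH (4nM final) for 2 hours at 37 deg C. cAMP measured by competitive HTRF: anti-cAMP cryptate antibody in lysis buffer plus cAMP-d2, read after 30 minutes at room temperature.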
Mito fusion yeast – qHTS Assay for Small Molecule Inhibitors of Mitochondrial Division or Activators of Mitochondrial Fusion; 320,000 compounds, 0.23% hits; AID 485298, 2010; Potency, µM (top dose mostly 46.1 µM), without a hit: at the highest dose growth rescue (activation), hits mostly activators; S. cerevisiae fusion-defective mutant growth rescue, CellTiterGlo 48 h;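 also: potency is read from the fitted curve at half-maximal effect; % of control where 0% means no effect; nearly all actives have a fitted effect of over 45% in size; temperature-sensitive fusion mutants such as fzo1-1 at 37 °C on non-fermentable ethanol glycerol medium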
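Compounds are tested for their ability to restore growth of mitochondrial fusion-defective yeast strains at non-permissive 37C in YPEG medium over 48 hours. Viability is quantified by luciferase luminescence.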
TCR activator – Activators of T cell receptors: qHTS campaign. primary human leukocytes, anti-CD3, IL-2 HTRF, 48 h. Potency, µM (top dose mostly 9.22 µM), without a hit: at the highest dose activation of IL-2 secretion, hits mostly activators. 330,000 tested, under 10 active. AID 504894, 2011; also: % of control where 0% means no effect
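48 hr co-incubation of compounds, a-CD3 beads and primary human leukocytes; IL-2 quantified homogeneously by HTRF with anti-IL-2 K and d2 conjugates.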
uPA surface inh – qHTS for Inhibitors of Cell Surface uPA Generation; 330,000 compounds, 0.31% hits; AID 540303, 2011; cell surface uPA generation assay, qHTS; Potency, µM (series often up to 38.3 µM), inactives show at the highest dose activity change, negative = inhibition, hits mostly inhibitors; active = well fitted inhibition curve with a large enough effect; inconclusive = small, poorly fitted or top-dose-only effect; inactive = no such curve, though single readings can be large or run the other way; tested in mouse RAW 264.7 cells; also: potency is read from the fitted curve at half-maximal effect; % is scaled to controls: 0 for no effect and ±100 for the full control effect; nearly all actives have a fitted effect of over 55% in size
Tb PFK inh – qHTS Assay to Find Inhibitors of T. brucei phosphofructokinase | AID 485367, 2010 | Potency, µM (top dose mostly 57.5 µM), inactives show at the top dose activity, negative = inhibition, hits mostly inhibitors | ATP-dependent 6-phosphofructokinase (Trypanosoma brucei brucei), O15648 | T. brucei PFK, ADP-Glo luminescence | 330,000 compounds, 0.17% hits;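 also: potency is read from the fitted curve at half-maximal effect; 0% = uninhibited 1x PFK enzyme wells and -100% = no-enzyme wells; nearly all actives have a fitted effect of over 60% in size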
Target sequence (O15648 whole entry, looked up): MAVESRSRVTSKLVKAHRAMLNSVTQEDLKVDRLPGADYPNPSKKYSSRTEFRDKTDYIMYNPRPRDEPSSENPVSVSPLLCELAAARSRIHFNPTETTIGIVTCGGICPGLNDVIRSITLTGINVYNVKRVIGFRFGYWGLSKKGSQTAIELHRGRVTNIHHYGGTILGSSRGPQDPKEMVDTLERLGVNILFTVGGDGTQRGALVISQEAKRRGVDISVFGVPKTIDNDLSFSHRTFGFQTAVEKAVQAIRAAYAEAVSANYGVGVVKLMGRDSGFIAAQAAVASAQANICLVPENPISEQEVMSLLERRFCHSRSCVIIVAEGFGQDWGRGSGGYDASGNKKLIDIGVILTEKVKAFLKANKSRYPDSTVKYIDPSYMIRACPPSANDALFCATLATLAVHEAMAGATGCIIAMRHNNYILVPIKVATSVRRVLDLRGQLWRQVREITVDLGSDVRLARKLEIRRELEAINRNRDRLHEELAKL
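Luminescent ADP detection (ADP-Glo, two-step: ATP depletion then ADP-to-ATP conversion for luciferase) reported PFK activity after 45 min room-temperature reaction of 1.25 nM enzyme with 0.5 mM F6P and 0.1 mM ATP at pH 8.0.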
PTAP TSG101 blk – qHTS Assay for Iinhibitors of HIV-1 Budding by Blocking the Interaction of PTAP/TSG101; 340,000 tested, under 10 active; Tumor susceptibility gene 101 protein (Homo sapiens), Q99816; Potency, µM (titrated, usually from 115 µM), for the others: top-dose activity change, negative = inhibition, usual class: inhibitors; Fluorescence polarization, FITC-PTAP peptide / Tsg101 binding; AID 493005, 2010; active = well fitted inhibition curve with a large enough effect in the main read-out, with a control signal flat, not every such curve was filed as active; inconclusive = small, poorly fitted or top-dose-only effect, or effect the other way, or a change in a side signal; inactive = no such curve, though single readings can be large or run the other way; also: potency is read from the fitted curve at half-maximal effect; % of control where 0% means no effect
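Compounds were pin-transferred onto Tsg101 binding domain (10 uM final) in HEPES pH 7.5 buffer, then FITC-PTAP peptide was added at 50 nM final. After 20 min at RT, polarization reported peptide displacement across a qHTS concentration series.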
ELG1 DNA repair – qHTS screen for small molecules that inhibit ELG1-dependent DNA repair in human embryonic kidney (HEK293T) cells expressing luciferase-tagged ELG1. HEK293T ELG1-luciferase reporter, luminescence, 16 h; DNA damage induced by 5-fluorouridine. Potency, µM (highest dose often 46.1 µM), for the others: at the top dose activity change, negative = inhibition, usual class: inhibitors. 330,000 compounds, 2.3% hits; also: potency is read from the fitted curve at half-maximal effect; % is scaled to controls: 0 for no effect and ±100 for the full control effect; nearly all actives have a fitted effect of over 55% in size
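Cells (2,000 per well) received 5-fluorouridine plus test compound or DMSO and were incubated 16 hr at 37 °C, 5% CO2. Luciferase activity was read by luminescence 30 min after ONE-Glo addition; signal suppression marked inhibition of damage-induced ELG1 function.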
B2AR arrestin – qHTS assay of beta-arrestin-biased ligands of beta2-adrenergic receptor. Beta-2 adrenergic receptor (Homo sapiens), P07550. beta-arrestin recruitment to beta2AR, cell-based reporter. Potency, µM (highest dose often 46.1 µM), for inactives: top-dose activation, usual class: activators. 330,000 compounds, 0.02% hits;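 also: potency is read from the fitted curve at half-maximal effect; 0% = DMSO controls and full agonism = EC100 isoproterenol or metaproterenol; nearly all actives have a fitted effect of over 65% in size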
BCR signal inh – qHTS Assay to Find Inhibitors of Chronic Active B-Cell Receptor Signaling; ABC-DLBCL IkBa-CBG/CBR reporter, luminescence ratio, 4 h; Potency, µM (highest dose often 46.1 µM), without a hit: at the highest dose ratio change, negative = lower green/red ratio, usual class: inhibitors; 340,000 compounds, 0.05% hits; active = well fitted inhibition curve with a large enough effect in the signal ratio, with a control signal flat, not every such curve was filed as active; inconclusive = small, poorly fitted or top-dose-only effect, or effect the other way, or a change in a side signal; the % refers to the signal ratio;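 also: potency is read from the fitted curve at half-maximal effect; plate controls were basal doxycycline-induced cells for no effect and cells given 10 µM MG132 for full effect; MG132 reads +100%, hits lower the ratio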
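Cell line TMD8 (human ABC DLBCL), stably expressing tet-inducible CBG68-IkBa fusion and CBR; IMDM/0.5% FBS; cpd up to 46 uM; dox induction, 4 h, 37C/5% CO2; dual luminescence; green/red ratio; MG132 control.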
Numbers without * were called inactive; ? = inconclusive; · = no result given; [ ] = another dose, or the depositor's remark. Unless noted, calls follow the shape of the dose curve; as a rule, active = well fitted curve in the direction sought with a large enough effect; inconclusive = small, poorly fitted or top-dose-only effect, or another doubt; inactive = no such curve, though single readings can be large; an effect the other way counts as inactive or inconclusive.

SMILES	Eya2 inh	USP2a block	TSHR antag	Mito fusion yeast	TCR activator	uPA surface inh	Tb PFK inh	PTAP TSG101 blk	ELG1 DNA repair	B2AR arrestin	BCR signal inh
COCCC(=O)N1CCC(Oc2ccc(C(=O)N3CCCC(COC)C3)cc2)CC1 (configuration not stated)	14%	0%	10	4%	1%	2%	0%	-2%	7%	-0.8%	-2%
COC(=O)c1ccc(C2SCC(=O)N2Cc2ccccc2)cc1 (configuration not stated)	-8%	3%	-1	21%	7%	-8%	5%	-6%	?	0.5%	-4%
Cc1ccc2oc3c(c(=O)c2c1)C(c1ccc(F)cc1)N(CCCN1CCOCC1)C3=O (configuration not stated)	-3%	2%	-1	0%	·	·	-2%	·	0%	0.1%	?
OC(c1ccccn1)c1c[nH]c2ccccc12 (configuration not stated)	-10%	1%	2	0%	3%	3%	3%	-11%	-5%	-0.5%	-3%
COc1ccc(-c2nc3ccc([N+](=O)[O-])cc3[nH]2)cc1	1%	0%	-5	16%	2%[46.1 µM]	-6%	-4%	-3%	?	0.3%	13%
CC(C)NC(=S)Nc1ccc2nc3n(c(=O)c2c1)CCCCC3	-9%	-2%	-2	-2%	-5%[46.1 µM]	2%	-7%	0%	16%	-0.3%	10%
CCOc1ccc([N+](=O)[O-])c(N)c1	3%	2%	5	-7%	-7%	1%	-2%	-1%	29%	-0.2%	-1%
NC1=NC2(CCCCC2)n2c(nc3ccccc32)N1	13%	2%	-12	?	3%	-2%	?	-1%	20%	-0.3%	21%
Cc1ccc(N2CC(C(=O)NCc3n[nH]c(=O)c4ccccc34)CC2=O)cc1 (configuration not stated)	9%	-4%	·	3%	-3%	-2%	4%	-1%	13%	0.0%	0%
O=C(CCC1N=C2c3ccccc3N=C(SCC(=O)NCC3CCCO3)N2C1=O)NCc1ccc(F)cc1 (configuration not stated)	4%	6%	22	-3%	6%	-4%	-8%	4%	15%	-0.3%	?
COc1cc(OC)cc(C(=O)N[C@H](C(=O)OCC(=O)c2c[nH]c3ccccc23)C(C)C)c1	-12%	-2%	-9	·	7%[46.1 µM]	0%	7%	0%	21µM*	1.6%	-17%
COCCOc1ccc(C(F)(F)F)cc1NC(=O)c1ccc(F)cc1	-6%	-7%	10	-3%	8%[46.1 µM]	0%	-1%	1%	7%	-0.7%	-3%
C=CCN1C(=O)CSC1=Nc1ccc(O)cc1	11%	-1%	4	0%	3%	·	0%	-5%	-6%	-0.5%	-9%
O=C(Nc1cc(=O)[nH]c2ncnn12)c1ccco1	-7%	-1%	14	-1%	0%	15%	-1%	-12%	16%	0.2%	?
CCn1c(C)c(P(c2ccccc2)c2ccccc2)[n+]2ccccc12	11%	1%	4	-2%	1%	-6%	7%	-5%	-17%	-1.1%	-2%
CCN(CC)S(=O)(=O)c1cc(C(=O)Oc2ccccc2OC)ccc1OC	4%	4%	-10	1%	-4%	·	2%	-4%	-16%	0.2%	1%
COc1cc(C(=O)NC2CCCCC2)ccc1OCc1ccc(Cl)cc1Cl	2%	-1%	8	0%	2%[46.1 µM]	1%	1%	-4%	1%	0.2%	1%
COc1cccc(CNC(=O)CCC2CCCN(C/C=C/c3ccccc3OC)C2)c1 (configuration not stated)	0%	-1%	8	2%	4%	-7%	-5%	0%	-11%	0.0%	?
CCOC(=O)[C@@H]1[C@H]2COc3ccccc3[C@@H]2N2C(=O)N(c3ccc(Br)cc3)C(=O)[C@]12C	-6%	0%	22	·	1%	-6%	-3%	1%	4%	0.1%	-1%
CSC1=C(C#N)C(c2ccccc2)C(C(C)=O)=C(C)N1 (configuration not stated)	-11%	0%	0	?	2%	1%	1%	0%	6%	0.1%	3%
Cc1ccc(NC(=O)Nc2ccc(F)cc2)nc1	-9%	3%	-4	18%	0%	-6%	-18%	-4%	?	-0.2%	?
CSCC[C@H](NC(=O)OC(C)(C)C)C(=O)N1CCC(C(=O)NCC(=O)Nc2ccc(C)cc2)CC1	-2%	-1%	-8	22%	-9%	-6%	3%	0%	-3%	-0.6%	-1%
CCOc1ccc(NC(=O)C2CCCN(c3cnccn3)C2)cc1 (configuration not stated)	14%	1%	-5	46%	-1%	5%	3%	1%	20%	0.3%	0%
COc1c(/C=N/NC(=O)c2ccncc2)c(CCN(C)C(C)=O)cc2c1OCO2	-3%	-2%	-1	2%	2%	-1%	-4%	-1%	-1%	-0.1%	?
Cn1c(N)c(C(=O)COC(=O)[C@@H]2CCCN2S(=O)(=O)c2ccc(Cl)cc2)c(=O)n(C)c1=O	2%	8%	-13	-1%	0%	7%	0%	2%	8%	-0.2%	1%
C/C(Cn1cnc([N+](=O)[O-])n1)=N\NC(=O)c1ccccc1O	10%	-1%	-12	-2%	2%	3%	7%	-1%	-1%	-0.4%	?
CN(C)c1ccc(C2C=C(c3ccc(Cl)cc3OC(F)F)Nc3ncnn32)cc1 (configuration not stated)	-28%	7%	0	21%	3%	-7%	0%	14%	?	0.6%	-3%
COc1ccc(-n2c(O)c(/C=N/n3cnnc3)c3ccccc3c2=O)cc1	-4%	?	-2	9%	-16%	0%	1%	-13%	-2%	-0.8%	2%
Cc1cccc(C(=O)N2CCCC(Nc3ccc(F)c(F)c3)C2)n1 (configuration not stated)	3%	3%	3	0%	-7%	-2%	0%	-3%	6%	-0.6%	-1%
CCSc1nc2ccccc2n1Cc1ccccc1F	-5%	-5%	-4	1%	1%[46.1 µM]	6%	5%	-3%	26%	0.2%	1%
COc1cccc(NC(=O)COC(=O)c2c(F)cccc2Cl)c1	-14%	2%	-9	-5%	-2%	·	4%	-3%	27%	-0.8%	?
O=C(Nc1ccc(Br)cc1)C1OCCc2ccccc21 (configuration not stated)	2%	11%	6	-10%	-3%	-5%	1%	-3%	28%	-0.3%	10%
COc1ccccc1N(O)C1CC(=O)N(c2ccc(Br)cc2)C1=O (configuration not stated)	24%	3%	-3	-2%	1%	-6%	0%	-6%	3%	-1.0%	?
Cc1cccc(OCCSc2nc(N)cc(N)n2)c1	-1%	-3%	-1	15%	8%	0%	-21%	-2%	?	-0.1%	10%
Cc1nn(-c2ccccc2)c2c1C(=O)NC(=O)C(C)(C)C2	-13%	2%	2	1%	-1%	-6%	0%	0%	-3%	0.3%	-12%
CC(C)N(Cc1ccccc1)C(=O)c1ccc2nsnc2c1	-7%	-2%	-24	-1%	-3%	-2%	0%	-3%	12%	-0.1%	7%
COCCNC(=O)c1ccc(N2CC3CC(C2)c2cccc(=O)n2C3)c(NC(=O)c2c(F)cccc2F)c1 (configuration not stated)	-4%	5%	-22	-12%	-2%	5%	2%	-1%	6%	0.4%	-19%
CCOC(=O)Cn1c(=O)c2c(nc3n2CC(C)CN3Cc2ccccc2)n(C)c1=O (configuration not stated)	9%	1%	0	5%	2%	5%	1%	-5%	-15%	0.5%	?
CC1CCN(c2ccccc2NC(=S)NC(=O)c2ccc(-c3cccc([N+](=O)[O-])c3)o2)CC1	-16%	1%	3	-11%	-1%	3%	5%	-1%	9%	0.1%	4%
Cc1cccc(C)c1N1CCN(S(=O)(=O)c2ccc(F)cc2)CC1	3%	9%	-10	?	-3%	14%	-2%	-2%	-16%	3.8%	6%

Hits appear at their usual frequency; about 3% have a hit in one of these screens.
